aSyn rescue: alpha-synuclein toxicity inhibition in yeast | Yeast expressing alpha-synuclein, growth rescue, BacTiter-Glo, 24 h | Potency, µM (series often up to 46.1 µM), for inactives: at the top dose growth rescue (activation), actives largely listed as activators | hit rate 0.14% among 370,000; further: potency means the concentration at half of the fitted maximal effect; % of control where 0% means no effect; nearly all actives have a fitted effect of over 65% in size
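Galactose-induced alpha-syn yeast (OD600=0.02, raffinose-pregrown) + pinned cpd, 24 hr, 30 deg C; growth by BacTiter-Glo luminescence. Growth restoration scores as activation.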
GLP-1R inv ag: inverse agonists of human GLP-1 receptor. P43220. HEK293 GLP-1R CRE-luciferase, luminescence, 24 h; GLP-1R form is constitutively active. Potency, µM (series often up to 38.3 µM), for inactives: top-dose activity change, negative = inhibition, actives largely listed as inhibitors. hit rate 1.6% among 410,000. AID 624417; further: potency means the concentration at half of the fitted maximal effect; on the % scale 0 is the no-effect control and ±100 the full control effect; nearly all actives have a fitted effect of over 55% in size
Target sequence (P43220 whole entry, looked up): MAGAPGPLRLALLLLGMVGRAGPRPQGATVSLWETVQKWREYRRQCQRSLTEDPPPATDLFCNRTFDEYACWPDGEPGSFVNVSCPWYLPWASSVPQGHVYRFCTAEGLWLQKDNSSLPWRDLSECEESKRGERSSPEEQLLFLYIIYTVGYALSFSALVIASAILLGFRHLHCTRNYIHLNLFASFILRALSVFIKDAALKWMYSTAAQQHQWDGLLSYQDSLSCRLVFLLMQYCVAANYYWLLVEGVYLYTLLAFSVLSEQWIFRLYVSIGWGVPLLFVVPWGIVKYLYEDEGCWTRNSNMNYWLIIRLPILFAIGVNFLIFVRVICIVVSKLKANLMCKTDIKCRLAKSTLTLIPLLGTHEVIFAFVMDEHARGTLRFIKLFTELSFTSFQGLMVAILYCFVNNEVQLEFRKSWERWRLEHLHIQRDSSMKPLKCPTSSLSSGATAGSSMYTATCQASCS
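HEK293 cells stably co-expressing a cAMP-responsive luciferase reporter and constitutively active GLP-1R were seeded, incubated 12 h, then exposed to compounds for 24 h at 37 C. Luminescence was read 12 min after detection reagent; inverse agonists lower signal.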
KB-V1 MDR tox: kills drug-selected multidrug resistant KB-V1 cells | KB-V1 MDR cells viability, CellTiter-Glo, 72 h | Potency, µM (series often up to 46.1 µM), without a hit: top-dose activity change, negative = cytotoxicity, hits mostly cytotoxic | hit rate 3.4% among 400,000; further: potency means the concentration at half of the fitted maximal effect; on the % scale 0 is the no-effect control and ±100 the full control effect; nearly all actives have a fitted effect of over 60% in size
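Cytotoxicity toward P-gp-expressing KB-V1 cells was determined as loss of CellTiter-Glo luminescence after 72 h at 37 degrees C. Compounds were tested in quantitative HTS format across a concentration range, with curves fitted to normalized data.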
D3 antag: blocks the human D3 dopamine receptor | D3R cells, DiscoveRx beta-arrestin luminescence, antagonist mode; hits give low values | hit rate 2.5% among 360,000 | max response, negative = inhibition, %; in the data active means max response below about -50%; inconclusive means no clear call, values can overlap the other calls; further: on the % scale 0 is the no-effect control and ±100 the full control effect; mostly tested at two doses, the higher about 12 µM
Target sequence (P35462 whole entry, looked up): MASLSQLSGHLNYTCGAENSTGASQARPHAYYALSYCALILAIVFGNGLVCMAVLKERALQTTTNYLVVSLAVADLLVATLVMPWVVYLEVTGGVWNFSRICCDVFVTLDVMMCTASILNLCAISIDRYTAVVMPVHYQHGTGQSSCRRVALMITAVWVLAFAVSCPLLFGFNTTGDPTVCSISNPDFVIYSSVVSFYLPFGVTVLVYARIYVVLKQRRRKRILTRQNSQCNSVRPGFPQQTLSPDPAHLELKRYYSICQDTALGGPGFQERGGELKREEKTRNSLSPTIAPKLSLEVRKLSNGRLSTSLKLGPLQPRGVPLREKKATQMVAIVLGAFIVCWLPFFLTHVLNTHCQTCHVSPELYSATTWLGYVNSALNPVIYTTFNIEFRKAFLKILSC
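Cells plated overnight at 1500 cells/well, then exposed to library compounds with dopamine controls for 90 minutes at 37 degrees C. DiscoveRx reagent added for 30–60 minutes at room temperature; luminescence read, quantitative HTS format.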
PTHR1 ag: activates the human parathyroid hormone receptor PTHR1. HEK293 GP2 PTHR1 cells, GloSensor cAMP luminescence, 1 h. Potency, µM (titrated, usually from 115 µM), for inactives: at the top dose activation, hits mostly activators. hit rate 0.075% among 410,000. AID 743266. Q03431; further: potency means the concentration at half of the fitted maximal effect; nearly all actives have a fitted effect of over 55% in size; some results filed as inactive show a strong effect at the top dose; inactives centre near -15; many of its hits are not listed in these tables
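HEK-293-derived GP2 cells expressing PTHR1 and a GloSensor cAMP reporter, 3,000/well, plated overnight, given luciferin plus IBMX (each 0.5 mM as added) for 1 h at 37 °C, then compound for 1 h at 37 °C. Luminescence was read after 15 min at room temperature.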
HEK293 tox: cytotoxicity counter-screen for GLP-1 receptor inverse agonists | HEK293 cAMP-luciferase reporter cells, luminescence, 24 h | Potency, µM (top dose mostly 38.3 µM), inactives show at the highest dose activity change, negative = inhibition, hits mostly inhibitors | hit rate 0.13% among 410,000 | AID 624418;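 further: loss of luciferase light is scored as toxicity; potency means the concentration at half of the fitted maximal effect; on the % scale 0 is the no-effect control and ±100 the full control effect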
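Step one: seed cells (200 cells/uL, DMEM with 10% Nu serum, 1% pen-strep). Step two: 12-hour incubation at 37 deg C. Step three: pin 23 nL compound, incubate 24 hr. Step four: add luciferase reagent, read luminescence 12 min later.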
GLP1R ag: GLP-1 receptor (human) agonism; P43220; HEK293 GLP-1R CRE-luciferase, luminescence, 4-6 h; cells express a hypersensitive GLP-1R form; Potency, µM (doses to about 45.6 µM), for inactives: top-dose activation, usual class: activators; hit rate 0.007% among 380,000; further: potency means the concentration at half of the fitted maximal effect; % of control where 0% means no effect
DRD3 agonist: activates the human D3 dopamine receptor. P35462. hit rate 0.58% among 410,000. max activation, %. D3R DiscoveRx beta-arrestin cells, luminescence, 90 min. AID 652048; in the data active means max activation above about 30%; further: 0% is about no effect; mostly tested at two doses, the higher about 12 µM
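Agonist-mode cell screen: cells plated at 1500/well and incubated overnight at 37 °C, then exposed to library compounds for 90 min at 37 °C. Detection reagent was added for 30–60 min at room temperature, and luminescence was read.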
TDP43 rescue: TDP-43 toxicity inhibition in yeast; TDP-43 expressing yeast growth rescue, BacTiter-Glo, 24 h; Potency, µM (doses to about 46.1 µM), for the others: at the top dose growth rescue (activation), hits mostly activators; hit rate 1.8% among 410,000; AID 652104; further: potency means the concentration at half of the fitted maximal effect; % of control where 0% means no effect; nearly all actives have a fitted effect of over 50% in size
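Growth rescue of TDP-43-toxic yeast measured as ATP luminescence (BacTiter-Glo). Cells grown to mid-log in raffinose, induced in galactose at OD600=0.02, exposed to compound 24 hr at 30 deg C.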
Starred values were filed as active, the others as inactive; i = inactive; u = inconclusive; x = no result given; [ ] = dose if it differs, or a comment. Unless noted, the call rests on the fitted dose curve; in most records, active means well fitted curve in the direction sought with a large enough effect; inconclusive means small, poorly fitted or top-dose-only effect, or another doubt; inactive means no such curve, though single readings can be large; an effect the other way counts as inactive or inconclusive. These rows are one share of the data; the hit share may differ from the screen's.

No. | structure | aSyn rescue | GLP-1R inv ag | KB-V1 MDR tox | D3 antag | PTHR1 ag | HEK293 tox | GLP1R ag | DRD3 agonist | TDP43 rescue
1 | NC(=O)CC(NC(=O)c1ccc(Br)cc1)c1ccc(NC2CCCCCC2)c([N+](=O)[O-])c1 (stereo not given) | 1.5% | 49.8%[activator] | 13.0% | -14.1 | -2.4% | -24.3% | 4.9% | -19.2 | 5.6%
2 | O=C(Nc1cccc(F)c1)Nc1ccccn1 | 7.9% | 7.9% | u | 17.1 | -60.4%[inhibitor][57.5 µM] | 1.0% | 0.6% | -3.9 | 15.4%
3 | COc1ccc(NC(=O)Cn2c(=O)n(Cc3ccc(C(=O)NCc4ccccc4Cl)cc3)c(=O)c3ccccc32)cc1 | x | -10.3% | 0.0% | x | -8.4% | -8.3% | 2.1% | -3.6 | 14.6%
4 | Cc1nc(-c2ccccc2)sc1C1(C)CC(c2cccc([N+](=O)[O-])c2)=NO1 (stereo not given) | 8.1% | 9.3% | 11.6% | 4.5 | i | 5.1% | 10.3% | 13.2 | 23.8%
5 | CC(=O)N1CCc2c(sc3c2c(=O)n(CCc2ccccc2)c(=O)n3Cc2cccc(C)c2)C1 | x | 10.9% | -10.0% | x | -24.8% | -3.3% | 0.1% | -1.6 | 22.4µM*
6 | Cc1ccc(C(=O)Nc2nnc(S(=O)(=O)N3CCC(C)CC3)s2)cc1 | -4.3% | 0.9% | 0.0% | 0.8 | -23.3% | -2.7% | -3.6% | 2.6 | -6.8%
7 | CCCC(C)NC(=O)c1nc(-c2ccccc2)n(-c2ccccc2)n1 (stereo not given) | -1.3% | 8.91µM* | -9.2% | -8.2 | i | -1.0% | 23.8% | 4.9 | 0.0%
8 | Cc1ccnc(NC(=O)CCC(=O)N(CC(=O)NCc2ccc(F)cc2)Cc2ccccc2)c1 | -1.2% | -29.8% | u | 3.1 | -11.3% | 5.1% | 3.2% | 1.9 | -1.3%
9 | Cc1cccc(-c2noc(CN(C(=O)COc3ccc(C(C)C)cc3)C(C)C)n2)c1 | x | u | 20.1% | x | -22.3% | 2.9% | -2.1% | 4.3 | 11.1%
10 | O=C(O)CCSc1nc(C(F)(F)F)cc(=O)n1-c1ccccc1 | -0.4% | 8.0% | 4.5% | 2.6 | i | 1.8% | -9.8% | -8.9 | -13.2%
11 | Cc1ccc(COc2ccc(-c3cc(C(F)(F)F)n4nc(C)cc4n3)cc2)cc1 | x | 20.1% | -3.9% | x | u | 2.8% | 0.5% | 3.0 | -13.5%
12 | COc1ccccc1N1CCN(Cc2ccc(Br)o2)CC1 | -4.1% | 14.2% | -7.3% | -81.0* | -73.3% | 9.4% | 6.2% | -10.6 | -14.6%
13 | Clc1ccc(-c2cc3ccccc3[nH]2)cc1 | -31.0%[inhibitor] | u | 0.0% | 10.3 | -19.1% | 15.7% | -5.9% | 1.8 | 10µM*
14 | CCn1c(SCC(=O)c2ccc(Cl)cc2)nnc1-c1ccoc1C | 9.5% | -20.1% | 0.0% | -61.3* | -34.3% | -11.8% | -2.1% | -9.3 | -1.3%
15 | Cn1c(C(=O)NCCN2CCN(c3ccccc3F)CC2)cc2c(=O)n(C)c3ccccc3c21 | 7.3% | 0.9% | -9.3% | -22.3 | -12.4% | 3.6% | -4.5% | -6.8 | -13.1%
16 | Cc1ncc(CSCC(=O)Nc2cc(C(F)(F)F)ccc2Cl)c(CO)c1O | -4.8% | -8.4% | -2.2% | -6.7 | -12.7% | -0.8% | 17.2% | -6.5 | -12.4%
17 | CCOC(=O)c1c(NC(=O)c2cc(-c3ccc(Cl)s3)nc3ccccc23)sc(C(N)=O)c1C | -2.9% | 0.0% | -23.6% | -20.5 | i | -6.3% | 7.3% | -9.6 | 0.3%
18 | Cc1nnc(Nc2ccccc2F)s1 | 1.9% | 11.1% | -16.7% | 5.1 | i | 0.8% | -5.6% | -10.6 | 5.0%
19 | CCOC(=O)c1c(C)[nH]c(NC(=O)Nc2c(C)n(C)n(-c3ccccc3)c2=O)c1C | -9.4% | 4.6% | -8.6% | -5.6 | i | 10.3% | 5.0% | -0.8 | -16.7%
20 | Cc1ccccc1-n1nc(C)c2cc(C(=O)NC3CC3)sc21 | -11.9% | 0.0% | -19.9% | -11.1 | i | -6.2% | 15.7% | -3.9 | u

Entries by screen from the entries so far:
Compounds 15–20 in GLP1R ag: -4.5%, 17.2%, 7.3%, -5.6%, 5.0%, 15.7%
Compounds 15–20 in aSyn rescue: 7.3%, -4.8%, -2.9%, 1.9%, -9.4%, -11.9%

Random excerpt: 2 compounds from above.
No. | structure | aSyn rescue | GLP-1R inv ag | KB-V1 MDR tox | D3 antag | PTHR1 ag | HEK293 tox | GLP1R ag | DRD3 agonist | TDP43 rescue
15 | Cn1c(C(=O)NCCN2CCN(c3ccccc3F)CC2)cc2c(=O)n(C)c3ccccc3c21 | 7.3% | 0.9% | -9.3% | -22.3 | -12.4% | 3.6% | -4.5% | -6.8 | -13.1%
18 | Cc1nnc(Nc2ccccc2F)s1 | 1.9% | 11.1% | -16.7% | 5.1 | i | 0.8% | -5.6% | -10.6 | 5.0%

(cont.)
No. | structure | aSyn rescue | GLP-1R inv ag | KB-V1 MDR tox | D3 antag | PTHR1 ag | HEK293 tox | GLP1R ag | DRD3 agonist | TDP43 rescue
21 | Cc1ccc2c(c1)c1c(c(=O)n(-c3cccc(Cl)c3)c(=O)n1CC(=O)c1ccc(Cl)cc1)n2C | x | 7.9% | -41.6% | x | -19.4% | 1.3% | x | 13.2 | -1.0%
22 | COc1ccc(CC(=O)Nc2sc3c(c2C(N)=O)CCCC3)cc1OC | 4.4% | -9.5% | 13µM* | 15.6 | -6.1% | -14.9% | 29.4% | 16.9 | -3.7%
23 | Clc1ccc(-n2ncc3c(NCC4CCCO4)ncnc32)cc1 (stereo not given) | -8.5% | u | 11.6µM* | 7.0 | -46.2%[inhibitor] | -8.3% | -3.0% | 6.4 | 11.2µM*
24 | O=C(Nc1cc(Cl)ncn1)c1ccccc1 | 8.5% | 4.9% | 15.1% | 4.4 | i | -11.1% | 6.9% | 7.9 | 18.0%

Entries of single compounds from above:
Record of O=C(Nc1cc(Cl)ncn1)c1ccccc1 → aSyn rescue = 8.5%; GLP-1R inv ag = 4.9%; KB-V1 MDR tox = 15.1%; D3 antag = 4.4; PTHR1 ag = i; HEK293 tox = -11.1%; GLP1R ag = 6.9%; DRD3 agonist = 7.9; TDP43 rescue = 18.0%
Record of COc1ccc(CC(=O)Nc2sc3c(c2C(N)=O)CCCC3)cc1OC → aSyn rescue = 4.4%; GLP-1R inv ag = -9.5%; KB-V1 MDR tox = 13µM*; D3 antag = 15.6; PTHR1 ag = -6.1%; HEK293 tox = -14.9%; GLP1R ag = 29.4%; DRD3 agonist = 16.9; TDP43 rescue = -3.7%

Source: PubChem BioAssay
